Bioassay records (PubChem BioAssay)
HTR2A ag – mouse Htr2a agonists via beta-arrestin recruitment, primary screen, cell-based, luminescence; 0.66% of 360,000 active; activation, % at 7.6 µM; CHO-K1 mHTR2A beta-arrestin complementation; percent of 30 µM serotonin response; 5-hydroxytryptamine receptor 2A (Mus musculus), P35363;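 active means activation above a run cutoff, the mean activation of all tested compounds plus 3 SD, cut at about 14% in these data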;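 further: 0% = plate median of compound wells and 100% = 30 µM serotonin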
aDG glyco up – activators of alpha-DG glycosylation, primary screen, uHTS, Pro5-aDG cells, AlphaScreen; AID 624168, 2012; alpha-DG glycosylation AlphaScreen (IIH6); 0% Pro5, 100% B10-LARGE cell signal; 0.22% of 360,000 active; activation, % at 10 µM;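 active means activation of at least 8% versus controls, or a plate z-score of at least 8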;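 further: Pro5 are CHO cells carrying HIG-tagged alpha-DG that lacks glycosylation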
MC4R ag barr – MC4R agonists recruiting beta-arrestin, primary screen, cell-based, luminescence, agonist arm of biased-ligand search; Melanocortin receptor 4 (Homo sapiens), P32245; U2OS MC4R beta-arrestin complementation; percent of melanotan II response, DMSO zero; activation, % at 8.9 µM; 0.98% of 360,000 active; AID 540308, 2011;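 active means activation above a per-plate cutoff, the mean activation of sample wells on that plate plus 3 SD, cut at about 8% in these data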
N-glyco inh – increase of ERlucT glycosylation luciferase signal, primary screen, N-linked glycosylation inhibitor project, D54 ERlucT cells, luminescence, set 2; 0.23% of 360,000 active; reporter increase, % at 12.5 µM; D54 ERlucT glycosylation luciferase reporter, 24 h; percent of 100 nM tunicamycin response; AID 588692, 2011;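 active means mean luciferase reporter signal, scaled so untreated is 0 and the glycosylation-blocking control 100, at or above a set limit in every replicate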;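 further: luciferase carries N-glycosylation sites so blocking glycosylation raises the light; 0% = median of neutral control wells and 100% = median of 100 nM tunicamycin wells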
ABCB6 inh MLPCN – ABCB6 transporter inhibitors, primary screen, K562-ABCB6 cells, flow cytometry, MLPCN library; ATP-binding cassette sub-family B member 6 (Homo sapiens), Q9NP58; K562-ABCB6 porphyrin accumulation, 1 h; active compounds read low; fluorescence ratio to DMSO, % at 10 µM; 0.19% of 360,000 active;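 active means fluorescence ratio to DMSO below 75%, the collection mean minus 3 SD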;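 further: signal is porphyrin accumulated inside mitochondria; 100% equals median channel fluorescence of DMSO control wells; lower ratio means ABCB6 inhibition with less porphyrin fluorescence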
Target sequence (Q9NP58 whole entry, looked up): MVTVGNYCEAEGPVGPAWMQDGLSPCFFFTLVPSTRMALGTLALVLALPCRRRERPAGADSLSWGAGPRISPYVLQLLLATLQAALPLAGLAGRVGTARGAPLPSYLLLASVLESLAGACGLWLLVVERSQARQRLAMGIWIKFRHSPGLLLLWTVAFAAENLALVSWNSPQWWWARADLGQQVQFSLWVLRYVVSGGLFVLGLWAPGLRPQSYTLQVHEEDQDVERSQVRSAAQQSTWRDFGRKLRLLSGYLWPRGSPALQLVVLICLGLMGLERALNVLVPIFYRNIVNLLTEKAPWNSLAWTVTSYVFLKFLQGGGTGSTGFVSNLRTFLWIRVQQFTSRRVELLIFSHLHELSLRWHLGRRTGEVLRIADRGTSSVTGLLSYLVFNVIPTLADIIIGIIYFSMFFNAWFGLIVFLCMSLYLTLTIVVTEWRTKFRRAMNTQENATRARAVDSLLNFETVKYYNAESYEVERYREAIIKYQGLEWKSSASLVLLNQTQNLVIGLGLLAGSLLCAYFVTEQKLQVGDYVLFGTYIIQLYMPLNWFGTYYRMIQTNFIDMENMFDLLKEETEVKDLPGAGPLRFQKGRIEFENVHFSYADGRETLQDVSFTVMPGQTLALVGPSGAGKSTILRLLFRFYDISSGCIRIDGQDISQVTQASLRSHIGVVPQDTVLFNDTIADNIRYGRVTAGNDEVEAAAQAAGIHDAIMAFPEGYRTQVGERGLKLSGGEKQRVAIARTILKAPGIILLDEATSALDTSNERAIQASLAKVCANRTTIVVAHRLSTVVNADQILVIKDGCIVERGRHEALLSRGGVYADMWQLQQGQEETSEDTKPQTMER
Granule exo inh – LAMP-1 surface exposure blockers, TALL-104 cells – cell-based, flow cytometry, MLPCN library, primary screen. TALL-104 LAMP-1 surface exposure; cells stimulated with thapsigargin and PMA. inhibition, % at 10 µM. 0.66% of 360,000 active. AID 651702, 2012;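 active means inhibition above about 55%, limit read from the data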
Cardio protect – cardioprotection against H2O2-induced cell death, primary screen, uHTS, H9c2 cells, ATPLite luminescence; 0.63% of 360,000 active; H9c2 cardiomyocytes, H2O2 injury protection, 2 h; protection from H2O2 cell death, % at 20 µM; AID 588492, 2011;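 active means compounds giving at least 50% protection of heart cells from peroxide-induced death in the single-dose screen, raw or plate-pattern-corrected value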;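 further: 0% = DMSO wells with peroxide and 100% = DMSO wells without peroxide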
ABHD5 PLIN5 PPI – ABHD5-PLIN5 interaction inhibitors, primary screen, cell lysate, split luciferase complementation, luminescence; Perilipin-5 (Homo sapiens) + 1-acylglycerol-3-phosphate O-acyltransferase ABHD5 (Homo …; 0.78% of 360,000 active; Split G. princeps luciferase complementation, 4 h; inhibition, % at 4 µM;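 active means inhibition above the mean inhibition across every tested compound plus 3 SD, cut at about 22% in these data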;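 further: 0% = DMSO only wells and the 100% control is not disclosed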
MC4R antag cAMP – MC4R antagonists of cAMP signaling, primary screen, cell-based, TR-FRET, antagonist arm of biased-ligand search; Melanocortin receptor 4 (Homo sapiens), P32245; MC4R-expressing cells, MTII-stimulated cAMP, LANCE TR-FRET; inhibition, % at 6.5 µM; 0.48% of 360,000 active; AID 540295, 2011;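 active means inhibition above its plate's cutoff, the mean of tested wells on that plate plus 3 SD, cut at about 29% in these data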;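 further: 0% = Melanotan II alone and 100% = Melanotan II plus saturating MCL0020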
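Material – human MC4R-expressing U2OS cells · Repeats – no replicates · Detection – TR-FRET with Eu-cAMP and labeled anti-cAMP, 671 nm · Times – compound 30 min, challenge 1 h, detection 1 h · Compound – single nominal compound dose of 6.5 µM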
hiPSC survival – enhancers of single-cell hiPSC survival, primary screen, ATPlite luminescence; 100% = ROCK inhibitor wells, 0% = DMSO; survival enhancement, % at 20 µM; 0.044% of 360,000 active; AID 602274, 2012; in the data active means survival enhancement above about 18%;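 further: cells exposed to compounds for 16 hours before the ATP read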
The depositor's hits bear a star; / = not tested or not shown; & = joins results of further samples. This is a random part of the collection. Share with any hit: about 4.5%.

compound	HTR2A ag	aDG glyco up	MC4R ag barr	N-glyco inh	ABCB6 inh MLPCN	Granule exo inh	Cardio protect	ABHD5 PLIN5 PPI	MC4R antag cAMP	hiPSC survival
COCCn1c(C)cc(C2=NNC(=NC3CC3)SC2)c1C	-5	0.5	-2.1	-22	98	-4	-22	-9	11	-0.8
O=C(O)CNc1nc(-c2ccccc2)nc2ccccc12	-10	0.0	-0.7	1	102	-1	-1	-3	-2	0.5
O=C1CCN(Cc2ccccc2)CCN1[C@H](CO)Cc1ccccc1	2	-0.1	0.4	2	100	-2	3	4	6	-0.9
Cc1cccc(C)c1NC(=O)C1(C)CSCC(=O)N1CC(C)C (stereo not drawn)	6	-0.1	/	/	/	-3	/	0	/	/
Cc1cc(C)nc(SCC(=O)NN)n1	3	-0.3	-1.2	3	97	-1	5	-2	7	-0.1
C[C@H](CO)N1C[C@H](C)[C@@H](CN(C)C(=O)Nc2ccccc2)Oc2ccc(NS(=O)(=O)c3ccc(F)cc3)cc2C1=O	3	-0.3	-1.3	4	98	-5	4	-1	-5	-1.5
CC(=O)N(C)c1ccc(NC(=O)/C=C/c2ccccc2Cl)cc1	-7	-0.4	-3.3	4	93	-4	-8	7	-1	-4.4
CCCNS(=O)(=O)c1ccc(OCC(=O)NCc2ccc3c(c2)OCO3)cc1	9	0.2	-0.6	-3	91	-4	-2	-6	0	-0.8
CC(=O)Nc1ccc(S(=O)(=O)c2ccc(N)cc2)cc1	-2	-0.1	-0.2	1	99	1	-10	8	4	1.2
COCCCNC(=O)CN(c1cc(C(F)(F)F)ccc1Cl)S(C)(=O)=O	-2	0.0	0.3	1	89	-2	2	1	6	-0.7

(further entries)
compound	HTR2A ag	aDG glyco up	MC4R ag barr	N-glyco inh	ABCB6 inh MLPCN	Granule exo inh	Cardio protect	ABHD5 PLIN5 PPI	MC4R antag cAMP	hiPSC survival
O=C(CN1CCOCC1)Nc1ccccc1Sc1ccccc1	-1	0.0	-1.7	1	103	0	6	1	12	-1.7
Nc1ccc(S(=O)(=O)O)cn1	3&4&8	-0.2&-0.2&-0.2	0.6&-1.7&-2.4	3&2&3	95&92&100	2&-4&-3	-2&5&-2	5&3&7	4&8&-4	1.5&0.5&1.8
Cc1cccc(-n2c(Cc3cc(=O)[nH]c(=O)[nH]3)nnc2SCC(=O)NCc2ccco2)c1	2	0.1	2.1	2	100	4	-16	5	9	-1.1
CCN(CC)CCN(C(=O)C1=COCCO1)c1nc2cc3c(cc2s1)OCO3	-10	0.0	-0.1	3	99	-5	-3	7	5	-0.2
O=C(O)C(=O)Nc1nc(-c2ccc3c(c2)OCCO3)cs1	4	0.1	-1.4	4	104	1	-1	4	4	-0.3
COC(=O)[C@]12CCCCC=C1N(Cc1ccco1)C(=O)[C@H](CC(=O)NCCC(C)C)C2	1	0.1	/	/	98	-3	/	11	/	-0.6
COc1ccc(CN2C(=O)c3cccnc3C2=O)cc1S(=O)(=O)N1CCOc2ccc(Cl)cc21	-2	-0.5	-0.6	3	100	-2	7	9	1	-0.5
Cc1ccc(-n2cc(C(=O)c3cc(Cl)ccc3O)cc(C#N)c2=O)cc1	-1	0.0	-0.8	-1	104	1	-7	0	6	-0.4
Cc1ccc(-n2nc3c(c2NC(=O)c2ccco2)CS(=O)(=O)C3)cc1C	-5	-0.1	-3.4	1	100	-2	-2	-4	12	1.2
COc1ccc(C(=O)N2CCCC(Nc3ccc(F)c(F)c3)C2)c(OC)n1 (stereo not drawn)	6	-0.1	-2.4	/	103	0	3	3	4	-0.2

Following part.
compound	HTR2A ag	aDG glyco up	MC4R ag barr	N-glyco inh	ABCB6 inh MLPCN	Granule exo inh	Cardio protect	ABHD5 PLIN5 PPI	MC4R antag cAMP	hiPSC survival
CCOC(=O)c1c(C)[nH]c(C(=O)CN2C(=O)NC(C)(c3ccc(C)cc3)C2=O)c1C (stereo not drawn)	3	0.0	-0.9	-1	98	0	2	-2	10	-1.9
Cc1cc(C(=O)Nc2ccc3c(c2)OCCO3)c2ccccc2n1	-1	0.0	-1.9	0	98	-3	2	0	6	0.7
CCOC(=O)C1CCCN(CCC(=O)Nc2cccc(F)c2)C1 (stereo not drawn)	-2	0.0	-0.8	2	100	-1	-4	9	6	0.2
Cc1c(Br)c([N+](=O)[O-])nn1C(C)C(=O)Nc1c(C)n(C)n(-c2ccccc2)c1=O (stereo not drawn)	-1	-0.1	1.2	2	94	-1	-1	-3	16	-1.9
CC(=O)Nc1cc(NC(C)=O)cc(C(=O)N2CCCC3CCCCC32)c1 (stereo not drawn)	6	-0.1	-1.6	3	97	-30	1	7	2	0.4
O=C(CSc1nnc(-c2ccccc2)n1-c1ccccc1)c1cccs1	0	0.0	0.5	-2	91	-2	5	-5	13	-3.1
CCCCCCn1c(CN2CCN(Cc3ccccc3)CC2)nc2c1c(=O)n(C)c(=O)n2C	0	-0.3	0.5	6	97	-2	22	4	19	-0.3
CC(C)C[C@H](NC(=O)[C@@H]1Cc2c([nH]c3ccccc23)C2c3ccccc3C(=O)N21)C(=O)N1CCC[C@@H]1C(=O)O (stereo partly drawn)	-1	0.1	0.5	0	93	2	-4	2	2	-1.9
O=C(Nc1cccs1)Nc1cccnc1Cl	-5	0.1	-1.2	3	96	-4	-11	2	-7	1.0
CC(C)c1nn2c(=O)cc(CSc3ccccc3NC(=O)c3ccccc3F)nc2s1	3	-0.2	1.4	2	103	4	-2	9	9	0.2

3 entries out of the list above, ordered by the value under Granule exo inh, descending:
Structure | HTR2A ag | aDG glyco up | MC4R ag barr | N-glyco inh | ABCB6 inh MLPCN | Granule exo inh | ABHD5 PLIN5 PPI | MC4R antag cAMP
CC(C)C[C@H](NC(=O)[C@@H]1Cc2c([nH]c3ccccc23)C2c3ccccc3C(=O)N21)C(=O)N1CCC[C@@H]1C(=O)O (stereo partly drawn) | -1 | 0.1 | 0.5 | 0 | 93 | 2 | 2 | 2
Cc1c(Br)c([N+](=O)[O-])nn1C(C)C(=O)Nc1c(C)n(C)n(-c2ccccc2)c1=O (stereo not drawn) | -1 | -0.1 | 1.2 | 2 | 94 | -1 | -3 | 16
Cc1cc(C(=O)Nc2ccc3c(c2)OCCO3)c2ccccc2n1 | -1 | 0.0 | -1.9 | 0 | 98 | -3 | 0 | 6

Later entries:
compound	HTR2A ag	aDG glyco up	MC4R ag barr	N-glyco inh	ABCB6 inh MLPCN	Granule exo inh	Cardio protect	ABHD5 PLIN5 PPI	MC4R antag cAMP	hiPSC survival
COC(=O)c1ccc(Cn2nnc3c(=O)[nH]c(C4CCCN(S(=O)(=O)c5ccc(C)cc5)C4)nc32)cc1 (stereo not drawn)	6	-0.2	-0.3	-2	102	28	31	2	5	-0.2
CNc1ccccc1C(=O)OC(C)C(=O)Nc1ccc(Cl)cn1 (stereo not drawn)	3	0.0	1.1	-5	94	-2	-4	3	7	0.0
O=C(NCc1ccccc1Cl)c1csc([C@@H]2O[C@H](CO)[C@@H](O)[C@H]2O)n1	1	0.0	-0.2	1	97	1	0	-8	-2	-0.7
CCCc1cc(CN2CCOCC2)c(O)c(CN2CCOCC2)c1O	-3	0.6	-1.0	-2	98	79*	-6	25*	12	2.8
CN(C)CCN1C(=O)c2oc3ccccc3c(=O)c2C1c1ccc(F)cc1 (stereo not drawn)	-1	-0.1	-1.5	1	98	-4	6	-5	13	0.1
CC(C)NS(=O)(=O)c1ccc2c3c(cccc13)CC2	-5	0.4	1.3	-2	95	1	-7	-3	12	0.6
CC12CC3CC(C)(C1)CC(C(=O)NCc1ccco1)(C3)C2	1	0.2	-0.5	-2	95	0	8	-5	5	-0.3
Fc1ccccc1CN1CCCC(NC2CCC2)C1 (stereo not drawn)	2	0.1	1.8	-3	97	2	2	-9	-6	0.6
Cc1ccc(-c2csc(N3CCC(NS(=O)(=O)c4ccc5c(c4)OCCO5)CC3)n2)cc1	3	5.8	1.1	-3	98	8	-21	-1	1	-0.8
O=C1CC(N2CCC(O)(c3ccc(Cl)cc3)CC2)C(=O)N1Cc1ccc(N2CCCC2=O)cc1 (stereo not drawn)	1	0.3	-1.4	-1	101	-2	-28	7	7	-0.2

Additional compounds:
compound	HTR2A ag	aDG glyco up	MC4R ag barr	N-glyco inh	ABCB6 inh MLPCN	Granule exo inh	Cardio protect	ABHD5 PLIN5 PPI	MC4R antag cAMP	hiPSC survival
Cc1nnc(SCC(=O)NCC2CCCCC2)n(N)c1=O	10	0.3	-0.3	0	107	2	5	2	6	-0.4
COc1ccc(C(C)(NC(C)=O)c2nc(-c3ccc(F)cc3OC)cs2)cc1 (stereo not drawn)	-7	-0.1	-1.7	-2	100	-6	2	3	0	-2.1
CCNC(=S)N1C2CCC1CC(NC(=O)Nc1ccc(C(=O)OCC)cc1)C2 (stereo not drawn)	3	-0.1	0.3	0	99	-4	1	1	3	1.4
Cc1c(Cl)cccc1NC(=O)CSc1nc(=O)n(CCCN2CCOCC2)c2c1CCC2	1	0.2	-0.8	0	100	-2	0	14	-3	0.0
CC(C)(C)c1nc(NCCO)c2nnn(Cc3ccccc3)c2n1	-1	0.0	-0.9	0	102	-25	-8	-4	-3	-0.5
CCN1C[C@@H]2[C@@H]3C(=O)N(Cc4ccccc4)C(=O)[C@@H]3[C@](Cc3ccccc3)(C1=O)N2C(=O)c1ccc(Cl)cc1	4	0.2	-1.1	-3	103	-3	-4	4	7	-1.7
O=S(=O)(c1ccccc1)N1N=C(c2cccs2)CC1c1cccc(O)c1 (stereo not drawn)	-4	0.7	-2.9	-1	109	-1	0	-9	1	0.3
CC[N+]1(CC)CC2=Cc3c(ccc4ccccc34)C(C)C2C1 (stereo not drawn)	0	0.0	1.7	2	86	-11	0	0	0	-0.6
